High-throughput results: PubChem BioAssay, National Center for Advancing Translational Sciences (NCATS)
EPAC1 ag = EPAC1 (human) agonism; O95398; actives 0.073% (n = 360,000); EPAC1 agonist qHTS, biochemical assay; response scale: 100% = response to 6.5 mM cAMP; Potency, µM (series often up to 154 µM), for the others: at the top dose activation, usual class: activators; further: potency means the concentration at half of the fitted maximal effect; nearly all actives have a fitted effect of over 60% in size
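Normalized to 6.5 mM cAMP, activity reflects EPAC1-catalysed release of BODIPY-GDP from Rap1B, followed kinetically over 30 min at 480 nm excitation, 540 nm emission. Reaction contained 100 nM EPAC1, 250 nM Rap1B-BODIPY-GDP, 50 uM GDP.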
EPAC1 antagonist = antagonists of human EPAC1; O95398; EPAC1 GEF assay, Rap1b-BODIPY-GDP exchange fluorescence; Potency, µM (titrated, usually from 115 µM), inactives show top-dose activity change, negative = inhibition, most hits filed as inhibitors; actives 0.14% (n = 360,000);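 further: potency means the concentration at half of the fitted maximal effect; plate controls were vehicle for no effect and positive control for full effect; nearly all actives have a fitted effect of over 50% in size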
IL2 activator = IL-2 activation | actives 0.065% (n = 360,000) | activation, % (series mostly up to about 46 µM) | IL-2 activation reporter assay, cell-based qHTS; stimulated with anti-CD3/CD4/CD28 beads; in transgenic mouse T cells | AID 652025; in the data active means activation above about 50%; inconclusive means mostly about 30% to 49%; further: 0% is about no effect
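Unstimulated transgenic mouse T cells preincubated 60 min with compound, then stimulated with anti-CD3/anti-CD4-coated beads plus anti-CD28 for 18 h at 37 degrees C. IL-2 response read as EGFP and DsRed fluorescence by plate cytometry.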
PLK1 PBD block = PLK1 (human) polo-box domain binding inhibition; Potency, µM, inactives show max response, negative = inhibition, hits mostly inhibitors; AID 720504; Plk1 PBD binding of FITC phosphopeptide, fluorescence polarization; P53350; actives 2.8% (n = 360,000); further: potency means the concentration at half of the fitted maximal effect; series mostly up to about 57 µM; on the % scale 0 is the no-effect control and ±100 the full control effect; nearly all actives have a fitted effect of over 65% in size
WRN helicase inh = WRN helicase (human) inhibition. Q14191. WRN helicase unwinding, fluorescent forked duplex, kinetic. Potency, µM (doses to about 114 µM), without a hit: at the top dose activity change, negative = inhibition, hits mostly inhibitors. actives 0.46% (n = 360,000). AID 651768; further: potency means the concentration at half of the fitted maximal effect; on the % scale 0 is the no-effect control and ±100 the full control effect; nearly all actives have a fitted effect of over 55% in size
Target sequence (Q14191 whole entry, looked up): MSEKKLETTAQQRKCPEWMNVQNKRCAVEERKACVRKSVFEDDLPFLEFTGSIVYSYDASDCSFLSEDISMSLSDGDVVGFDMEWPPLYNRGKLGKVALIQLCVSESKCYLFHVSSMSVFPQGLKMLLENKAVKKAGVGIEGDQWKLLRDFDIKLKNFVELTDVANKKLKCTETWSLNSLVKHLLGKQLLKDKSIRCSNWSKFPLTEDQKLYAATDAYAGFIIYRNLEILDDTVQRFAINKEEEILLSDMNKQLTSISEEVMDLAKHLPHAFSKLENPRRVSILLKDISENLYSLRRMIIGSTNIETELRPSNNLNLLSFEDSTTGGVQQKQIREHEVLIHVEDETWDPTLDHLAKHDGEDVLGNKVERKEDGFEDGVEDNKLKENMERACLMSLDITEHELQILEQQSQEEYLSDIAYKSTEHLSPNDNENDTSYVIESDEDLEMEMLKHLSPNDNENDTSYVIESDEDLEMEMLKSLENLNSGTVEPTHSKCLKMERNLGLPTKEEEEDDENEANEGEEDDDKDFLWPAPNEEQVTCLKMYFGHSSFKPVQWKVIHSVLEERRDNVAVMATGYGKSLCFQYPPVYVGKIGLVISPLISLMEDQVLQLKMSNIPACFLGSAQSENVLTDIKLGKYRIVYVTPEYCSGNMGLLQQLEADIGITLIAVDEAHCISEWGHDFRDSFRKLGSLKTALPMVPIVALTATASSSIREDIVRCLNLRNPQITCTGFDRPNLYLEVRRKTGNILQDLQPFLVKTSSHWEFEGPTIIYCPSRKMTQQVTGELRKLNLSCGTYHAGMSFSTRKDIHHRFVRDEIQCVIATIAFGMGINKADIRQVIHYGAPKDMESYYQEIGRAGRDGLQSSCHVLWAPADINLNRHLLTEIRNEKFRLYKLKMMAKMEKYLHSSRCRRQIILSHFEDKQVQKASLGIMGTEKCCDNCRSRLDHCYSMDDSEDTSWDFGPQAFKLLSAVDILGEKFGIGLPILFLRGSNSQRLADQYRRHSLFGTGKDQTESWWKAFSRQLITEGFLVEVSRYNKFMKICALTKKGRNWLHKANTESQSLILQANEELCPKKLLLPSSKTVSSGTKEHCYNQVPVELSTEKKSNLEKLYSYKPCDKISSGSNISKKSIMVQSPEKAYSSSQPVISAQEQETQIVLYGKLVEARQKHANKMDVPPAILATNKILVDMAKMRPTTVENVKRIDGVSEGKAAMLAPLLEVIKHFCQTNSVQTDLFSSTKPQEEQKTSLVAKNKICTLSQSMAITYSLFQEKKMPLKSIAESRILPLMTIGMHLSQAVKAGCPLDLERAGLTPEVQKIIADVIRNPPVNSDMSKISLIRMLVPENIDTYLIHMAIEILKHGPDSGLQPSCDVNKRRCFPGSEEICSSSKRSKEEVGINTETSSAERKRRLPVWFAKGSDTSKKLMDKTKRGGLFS
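WRN at 20 nM final was preincubated with compound for 15 min at room temperature; reaction started with 100 nM forked duplex oligonucleotide carrying fluorophore and quencher plus 2 mM ATP (final). Unwinding followed kinetically by red fluorescence (ex 525/em 598 nm).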
EPAC2 ag = activates human EPAC2 exchange factor; Potency, µM (titrated, usually from 154 µM), for inactives: top-dose activation, hits mostly activators; Q8WZA2; EPAC2 activation, biochemical qHTS; response scale: 100% = 6.5 mM cAMP response; actives 0.079% (n = 360,000); further: potency means the concentration at half of the fitted maximal effect; nearly all actives have a fitted effect of over 50% in size
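Nucleotide exchange monitored as fluorescence drop when BODIPY-GDP leaves Rap1B. Reaction: 100 nM EPAC2, 250 nM RAP1B-BODIPY-GDP, 50 uM GDP, room temperature, kinetic read over 30 min. Activity expressed relative to 6.5 mM cAMP.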
PI5P4K alpha inh = PI5P4K alpha (human) kinase inhibition | PI5P4Kalpha enzyme, ADP-Glo luminescence, 60 min; hits give low values | max response, % | actives 1.2% (n = 330,000) | AID 652105; active means max response of -50% or lower; inconclusive means between -30% and -50%; inactive means -30% or higher; further: value at the top dose of about 77 µM; on the % scale 0 is the no-effect control and ±100 the full control effect
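Human PI5P4Kalpha with substrate in 0.038 M HEPES pH 7.4, 0.28 mM EGTA, 0.1% CHAPS, 5% DMSO; reaction started with 5 microM ATP (final), 60 min at room temperature. ADP formed read by ADP-Glo luminescence.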
CCT modulator = changes cytosolic chaperonin activity. purified chaperonin ATPase assay, HTRF ADP detection, 30 min. activity change, % (no concentration beside the values), hits read low. actives 0.3% (n = 360,000); in the data active means activity change below about -30%; further: on the % scale 0 is the no-effect control and ±100 the full control effect
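First, chaperonin was dispensed at 40 nM or 20 nM final depending on batch activity. Next, compounds were pinned at 76 uM and ATP added at 10 uM. After 30 min at 37 °C, ADP detection reagents ran 30 min at ambient temperature.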
Active calls of the source: *; ? = inconclusive; . = no result given; [ ] = dose if it differs, or a comment. Unless noted, the call rests on the fitted dose curve; in most records, active means well fitted curve in the direction sought with a large enough effect; inconclusive means small, poorly fitted or top-dose-only effect, or another doubt; inactive means no such curve, though single readings can be large; an effect the other way counts as inactive or inconclusive. The list is partial. The share of hits here may be higher or lower than overall.

No.	SMILES	EPAC1 ag	EPAC1 antagonist	IL2 activator	PLK1 PBD block	WRN helicase inh	EPAC2 ag	PI5P4K alpha inh	CCT modulator
1	OCCC1CN(Cc2cc3c(cc2Cl)OCO3)CCN1Cc1ccccc1 (stereo unspecified)	-10%	14%	-1.7	3%	4%	4%	1	-14
2	Cc1nn(CC(=O)Nc2ccc(N3CCOCC3)cc2)c(C)c1Br	2%	17%	-2.0	-2%	?	9%	2	1.2
3	COc1ccc(-c2noc(C3CCCN(S(=O)(=O)c4cccc(Cl)c4)C3)n2)cc1OC (stereo unspecified)	-1%	2%	-0.8	-4%	-3%	-1%	.	-2.5
4	Cc1nn(Cc2ccccc2Cl)c(C)c1NC(=O)CCCn1nc([N+](=O)[O-])c(Cl)c1C	-21%	-7%	-1.0	-1%	-2%	3%	2	-0.5
5	CC(/C=N/NC(=O)Cc1cccs1)=C\c1ccco1	4%	1%	-0.9	-10%	-13%	-3%	-16	1.1
6	COc1ccc(OC)c(CCNC(=O)c2ccc3c(c2)N(Cc2ccccc2)CCS3)c1	-2%	1%	-3.2	2%	3%	3%	4	0.9
7	CCCN(CCC)CC(O)CN(c1cc([N+](=O)[O-])ccc1OC)S(=O)(=O)c1ccccc1 (stereo unspecified)	0%	-17%	-0.4	-4%	-10%	4%	6	0.2
8	COc1ccccc1Nc1nc(C)cc(C)n1	2%	0%	1.9	-11%	?	12%	7	-1.4
9	Cc1ccc(S(=O)(=O)NC(=O)NCc2ccccc2)cc1	12%	8%	-2.7	-8%	10%	10%	.	-3.5
10	CC1CCN(Cc2nnnn2CCCC(=O)NCC(C)(C)N2CCOCC2)CC1	2%	19%	-2.9	-5%	1%	2%	-3	-0.9
11	O=C(COn1nnc2ccc(Cl)cc21)NC1CCS(=O)(=O)C1 (stereo unspecified)	7%	-21%	-3.7	-9%	14%	12%	2	-1.3
12	O=C(O)C1CC(=O)N(C2CCCCC2)C1c1ccccc1 (stereo unspecified)	-1%	-10%	0.2	1%	1%	-4%	8	-2.3
13	CC1CCCCN1S(=O)(=O)c1ccc(C(=O)N(CCCN(C)C)c2nc3ccc(Br)cc3s2)cc1 (stereo unspecified)	15%	-26%	-4.7	-4%	-1%	6%	1	1.6
14	Cc1cc(Br)c(NC(=O)c2ccccc2[N+](=O)[O-])cc1C	-17%	9%	-1.2	0%	1%	-7%	-9	-0.4
15	Cn1c(CNC(=O)c2ccco2)nnc1SCCOc1ccccc1	5%	-11%	-2.3	-13%	3%	12%	-14	-3.9
16	CC(=O)c1ccc(OC(=O)CCNC(=O)c2ccccc2)cc1	6%	-29%	1.1	-9%	-9%	0%	3	-3.5
17	CCOC(=O)N1CCC(NC(=O)CS(=O)(=O)Cc2nc(-c3ccc(OC)cc3)oc2C)CC1	-2%	18%	-3.5	21µM*	5%	-2%	0	-3.1
18	CCN(CC)S(=O)(=O)c1ccc(S(=O)(=O)N2CCN(CCC#N)CC2)cc1	0%	-2%	-3.9	-10%	8%	-4%	-3	-4.7
19	COC(=O)CCC(=O)Nc1ccc(S(=O)(=O)N2CCc3ccccc32)cc1	4%	?	0.6	-9%	-2%	0%	-6	-2.6
20	COc1ccc(NC(=O)CN(C)C(=O)c2cn(-c3ccccc3)nc2-c2cccs2)cc1	17%	-18%	1.4	-10%	-12%	15%	-5	-14

Single records, as listed above. Screens in order: EPAC1 ag, EPAC1 antagonist, IL2 activator, PLK1 PBD block, WRN helicase inh, EPAC2 ag, PI5P4K alpha inh, CCT modulator
`CC(=O)c1ccc(OC(=O)CCNC(=O)c2ccccc2)cc1` in the list: 6%, -29%, 1.1, -9%, -9%, 0%, 3, -3.5
`CCCN(CCC)CC(O)CN(c1cc([N+](=O)[O-])ccc1OC)S(=O)(=O)c1ccccc1` (stereo unspecified) in the list: 0%, -17%, -0.4, -4%, -10%, 4%, 6, 0.2
`CCOC(=O)N1CCC(NC(=O)CS(=O)(=O)Cc2nc(-c3ccc(OC)cc3)oc2C)CC1` in the list: -2%, 18%, -3.5, 21µM*, 5%, -2%, 0, -3.1
`CC(/C=N/NC(=O)Cc1cccs1)=C\c1ccco1` in the list: 4%, 1%, -0.9, -10%, -13%, -3%, -16, 1.1
`CCN(CC)S(=O)(=O)c1ccc(S(=O)(=O)N2CCN(CCC#N)CC2)cc1` in the list: 0%, -2%, -3.9, -10%, 8%, -4%, -3, -4.7

An excerpt from above in order of their number in WRN helicase inh, low to high.
no.	Structure	EPAC1 antagonist	IL2 activator	PLK1 PBD block	WRN helicase inh	EPAC2 ag	PI5P4K alpha inh	CCT modulator
3	COc1ccc(-c2noc(C3CCCN(S(=O)(=O)c4cccc(Cl)c4)C3)n2)cc1OC (stereo unspecified)	2%	-0.8	-4%	-3%	-1%	.	-2.5
14	Cc1cc(Br)c(NC(=O)c2ccccc2[N+](=O)[O-])cc1C	9%	-1.2	0%	1%	-7%	-9	-0.4
11	O=C(COn1nnc2ccc(Cl)cc21)NC1CCS(=O)(=O)C1 (stereo unspecified)	-21%	-3.7	-9%	14%	12%	2	-1.3

The list goes on.
No.	SMILES	EPAC1 ag	EPAC1 antagonist	IL2 activator	PLK1 PBD block	WRN helicase inh	EPAC2 ag	PI5P4K alpha inh	CCT modulator
21	CCN(CC(=O)N1CCCCCC1)S(=O)(=O)c1ccc(C)cc1	2%	-8%	-0.1	-9%	5%	2%	-3	-2.3
22	COc1cccc(NC(=O)COC(=O)c2ccccc2F)c1	9%	0%	0.4	-8%	5%	6%	0	1.2
23	Cc1nc(CS(=O)(=O)c2ccccn2)sc1C(=O)NNC(=O)c1ccc(Cl)cc1	3%	-7%	-3.7	-7%	-7%	11%	4	0.6
24	Cc1ccc(Oc2nc(-c3ccccc3)ncc2S(C)(=O)=O)cc1	0%	-1%	-0.7	-8%	9%	0%[15.6 µM]	9	0.0
25	Cc1ccc(N(Cc2ccc(C(=O)NCCSc3ccccn3)cc2)S(C)(=O)=O)cc1C	-9%	-17%	-0.1	-7%	-4%	9%	4	0.5
26	O=c1[nH]c(-[n+]2ccccc2)c(/C=N/NC([S-])=Nc2ccccc2)s1	1%	25%	1.2	-20%	-16%	1%	-4	-0.8
27	Cc1ccc(C2(c3noc(CN(C)Cc4cnn(C)c4)n3)CCCC2)cc1	-10%	?	-0.4	-21%	-19%	0%	1	-0.6
28	Nc1nnc(SCc2cn3cc(Cl)ccc3n2)s1	-4%	-12%	-2.9	-6%	-2%	4%	0	-3.6
29	O=C(O)CNC(=O)C(c1ccccc1)c1ccccc1	7%	-9%	-1.8	-8%	-6%	-5%	1	0.9
30	Cn1c(=O)n(CCO)c(=O)c2c1nc(Br)n2Cc1ccccc1	-12%	14%	0.4	-5%	3%	-1%	-15	2.2
31	CSc1ccccc1OCc1cc(C(=O)N2CCCC(C)C2)no1 (stereo unspecified)	8%	-3%	-2.1	0%	-17%	2%	-8	1.0
32	Cc1c(C(=O)NCc2cccc(C(F)(F)F)c2)sc(=O)n1Cc1ccc(F)cc1	-8%	-10%	-0.2	2%	4%[57.1 µM]	-2%	14	0.4
33	O=C(Nc1ccc(Cl)cc1)C1CCCN(S(=O)(=O)c2cnc[nH]2)C1 (stereo unspecified)	-9%	1%	-1.6	-3%	-3%	5%	-5	-2.8
34	Cn1cccc1C(=O)NC(=O)COC(=O)c1ccc(S(C)(=O)=O)c([N+](=O)[O-])c1	-5%	?	-1.1	?	-19%	2%	-17	-2.0
35	O=C(c1ccccc1)N(C1=NCCCCS1)c1ccccc1	-1%	-26%	-0.8	-6%	-4%	-1%	4	-0.1
36	COc1nc(Nc2cccc(F)c2)nc(OC)n1	-3%	-15%	0.0	-5%	4%	9%	-5	-3.4
37	COc1ccc(C(=O)NNC(=O)c2ccc(S(=O)(=O)N3CC(C)OC(C)C3)cc2)cc1 (stereo unspecified)	7%	8%	0.8	-8%	4%	12%	5	1.5
38	COC(=O)C1SCC2C(=O)N(Cc3ccc(Cl)cc3)CC(=O)N21 (stereo unspecified)	-16%	-14%	-0.3	-6%	-1%	1%	-1	-2.6
39	Cc1ccc2nc(-c3ccc(NC(=O)COC(=O)c4ccco4)cc3)sc2c1	-6%	-14%	5.8	0%	-13%[57.1 µM]	-5%	-2	0.8
40	COc1cccc(-c2ccc(SCC(=O)c3ccccc3)nn2)c1	4%	-4%	-1.8	-3%	-8%	12%	2	-4.3

Taken from above:
In EPAC1 antagonist, O=C(O)CNC(=O)C(c1ccccc1)c1ccccc1 is entered as -9%
In EPAC1 antagonist, COc1nc(Nc2cccc(F)c2)nc(OC)n1 is entered as -15%
In EPAC2 ag, Cc1nc(CS(=O)(=O)c2ccccn2)sc1C(=O)NNC(=O)c1ccc(Cl)cc1 is entered as 11%
In PLK1 PBD block, Cc1c(C(=O)NCc2cccc(C(F)(F)F)c2)sc(=O)n1Cc1ccc(F)cc1 is entered as 2%
In EPAC1 ag, Cc1ccc(Oc2nc(-c3ccccc3)ncc2S(C)(=O)=O)cc1 is entered as 0%
In CCT modulator, COc1ccc(C(=O)NNC(=O)c2ccc(S(=O)(=O)N3CC(C)OC(C)C3)cc2)cc1 (stereo unspecified) is entered as 1.5

Continuation:
No.	SMILES	EPAC1 ag	EPAC1 antagonist	IL2 activator	PLK1 PBD block	WRN helicase inh	EPAC2 ag	PI5P4K alpha inh	CCT modulator
41	Cc1cc(C)c(C(=O)COC(=O)CCNS(=O)(=O)c2c(Cl)cccc2Cl)cc1C	-5%	-2%	-4.2	1%	-4%	-3%	13	-1.2
42	CCN(CC)c1ccc(NC(=S)NC(=O)Cc2ccccc2)cc1	24%	-29%	0.3	?	-26%	17%	4	-4.9
43	CCCCN(C=O)c1c(CC)nc2c(OCC(=O)N3CCOCC3)cccn12	-11%	2%	0.7	-6%	-3%[57.1 µM]	-4%	2	-1.0
44	Cc1cc(C(=O)N2CCN(c3ncccn3)CC2)c(C)o1	-4%	0%	0.0	-6%	-1%	3%	.	-3.3
45	CN(C)S(=O)(=O)N1CCC(Oc2cccc(C(=O)NC3CCOC3)c2)CC1 (stereo unspecified)	-4%	4%	-0.5	3%	2%	8%	1	1.6
46	Cc1cc(C)c(-c2cc(C(=O)Nc3cc(C)ccc3C)[nH]n2)c(O)c1	4%	2%	-2.1	2%	-5%	9%	1	-1.2
47	COc1ccc(OC)c(Nc2nc(N)c([N+](=O)[O-])c(N3CCOCC3)n2)c1	4%	-25%	-0.1	3%	-4%	4%	-4	0.6
48	Cc1cccc(COc2ccc(/C=N/NC(=O)c3nnn(-c4nonc4N)c3COc3ccc(F)cc3)cc2)c1	-1%	-23%	-3.0	2%	1%	6%	-4	-0.5
